GPR55 antagonists – inhibition of LPI-stimulated GPR55 beta-arrestin translocation – imaging, U2OS, beta-arrestin-GFP, LPI agonist, primary screen (AID 2013). 290,000 compounds, 0.13% hits. one-dose inhibition, % at 10 µM; IC50 in µM for titrated hits. U2OS GPR55 beta-arrestin-GFP translocation imaging, LPI antagonism; higher % means a stronger effect;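 active = spots per cell inhibited over 60%, with over 100 cells counted and total cytoplasm intensity under 500,000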;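 note: U2OS cells stably carrying GPR55 and arrestin-GFP stimulated by 5 µM LPI near EC80; imaged beta-arrestin-GFP aggregate spots per cell after agonist stimulation; plate controls were LPI-stimulated DMSO wells for no effect and DMSO wells without LPI for full effect; some results filed as inactive read as strong as hits; confirmed hits need IC50 under 10 µM and bright autofluorescent wells are also inconclusive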
Large T inhibition – TAg ATPase/helicase activity blockers – biochemical (AID 1903) | SV40 large T antigen ATPase/helicase inhibition assay; higher % means a stronger effect | one-dose inhibition, % at 20 µM; IC50 in µM for titrated hits | 310,000 compounds, 0.39% hits; in the data active = a potency from the dose series; note: strong numbers were not always called active
HIV fusion peptide – cell-free HIV fusion peptide-binding blockers – biochemical, uHTS, fluorescence dequenching, primary screen (AID 1986); cell-free peptide binding, fluorescence dequenching, 30 min; higher % means a stronger effect; one-dose inhibition, % at 20 µM; IC50 in µM for titrated hits; 290,000 compounds, 0.3% hits; in the data active = inhibition mostly above about 52%, no sharp cut-off; inactive = mostly below about 76%; note: some results filed as inactive read as strong as hits
NOD1 NF-kB reporter – inhibition of NOD1-driven NF-kB reporter – cell-based, luminescence, uHTS, primary screen (AID 1578). NOD1-driven NF-kB luciferase reporter cells, luminescence; higher % means a stronger effect. one-dose inhibition, % at 4 µM; EC50 in µM for titrated hits. 290,000 compounds, 1% hits; in the data active = inhibition mostly above about 36%, no sharp cut-off; inactive = mostly below about 34%;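 note: HEK-293T reporter cells stimulated with the NOD1 agonist gamma-tri-DAP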
KOR beta-arrestin-1 – KOR antagonists, beta-arrestin recruitment, cell-based, luminescence, uHTS (AID 1778); one-dose inhibition, % at 10 µM; IC50 in µM for titrated hits; KOR beta-arrestin recruitment, luminescence, antagonist mode; higher % means a stronger effect; 290,000 compounds, 0.091% hits; note: strong numbers were not always called active
HEK293 NOD2/NF-kB – inhibition of NOD2-driven NF-kB reporter – cell-based, luminescence, uHTS, HEK293 (AID 1566). HEK293 NOD2/NF-kB luciferase reporter, luminescence; higher % means a stronger effect. inhibition, % at 4 µM, or EC50 in µM where a hit was titrated. 290,000 compounds, 0.63% hits; note: many of its hits are not listed in these tables
KOR beta-arrestin-2 – kappa opioid receptor activators – cell-based, luminescence, uHTS, primary screen (AID 1777); 280,000 compounds, 0.02% hits; KOR beta-arrestin recruitment, luminescence; higher % means a stronger effect; activation, % at 10 µM; hits with a dose series show EC50 in µM; in the data active = activation above about 50%, passing the limit was not always enough; note: a part of the inactive calls stands beside numbers as strong as those of hits
GPR55 activation – selective activators of receptor GPR55 – imaging, U2OS cells, beta-arrestin-GFP redistribution, primary screen (AID 1961); U2OS GPR55 beta-arrestin-GFP redistribution imaging; higher % means a stronger effect; one-dose activation, % at 10 µM; EC50 in µM for titrated hits; 290,000 compounds, 0.048% hits;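 active = activation above 40% with more than 50 cells counted in the well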;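 note: U2OS osteosarcoma cells stably expressing GPR55 and beta-arrestin-GFP; plate controls were DMSO negative control for no effect and LPI positive control for full effect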
Rac1 GTP hydrolysis – MgcRacGAP GTPase-activating activity inhibitors, confirmation, biochemical, ADP Hunter fluorescence; MgcRacGAP-stimulated Rac1 GTP hydrolysis, ADP Hunter fluorescence; higher % means a stronger effect; GST-tagged Rac1 F28L mutant substrate; inhibition, % at 30 µM; hits with a dose series show IC50 in µM; 340,000 compounds, 0.6% hits; AID 624330;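 active = first-screen hits whose inhibition reached a set limit at any dose in the follow-up dose series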;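 note: fluorescence reports GDP produced by GAP-driven GTP hydrolysis; strong numbers were not always called active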
The depositor's hits bear a star; & = joins results of further samples; [ ] = remark or other dose. Cut-off read from the data, not from the text of the source, unless noted: active = inhibition above about 50%; inactive = the rest. Not all compounds are listed; count on the stated rates, not on these rows.

HEK293 NOD2/NF-kB	GPR55 activation	KOR beta-arrestin-1	KOR beta-arrestin-2	NOD1 NF-kB reporter	HIV fusion peptide	Large T inhibition	GPR55 antagonists	Rac1 GTP hydrolysis	mol
10%	-0.2%	-38%	2.0%	-16%	24%	24%	3%	14%	Cc1cc2ccccn2c1C(C[N+](=O)[O-])c1ccc(N(C)C)cc1 (configuration not stated)
4%	0.0%	-2%	-2.8%	-2%	0.9%	28%	24%	6%	CC(c1ccccc1)N1CC(C(=O)NC2CCCC2)CC1=O (configuration not stated)
1%	0.5%	8%	0.3%	-17%	-1.0%	-16%	4%	2%	Nc1nc(-c2ccc([N+](=O)[O-])cc2)cs1
33%	-0.1%	35%	2.6%	17%	-0.2%	5%	7%	5%	COc1cc(S(=O)(=O)n2nnc3ccccc32)c(OC)cc1Cl
14%	0.1%	18%	4.5%	-12%	1.2%	16%	2%	6%	O=C1CC(Sc2nnc(-c3ccccc3O)o2)C(=O)N1c1ccccc1 (configuration not stated)
12%	0.1%	18%	-1.6%	-24%	0.1%	-2%	1%	7%	Cc1ccc(C(=O)NCC(=O)OC(C)C(=O)NCCC2=CCCCC2)cc1C (configuration not stated)
-22%	-0.2%	14%	0.7%	19%	-1.9%	6%	-11%	0%	O=C1CCc2cc(S(=O)(=O)N3CCCC3C(=O)N3CCN(c4ccccc4)CC3)ccc2N1 (configuration not stated)
11%	-0.2%	-12%	-2.3%	-33%	-1.6%	0%	-10%	7%	CCCn1nc(C(=O)OCC(=O)Nc2cccc(OC)c2)c2ccccc2c1=O
12%	-0.3%	-37%	0.0%	-43%	-1.7%	11%	12%	4%	CC1=NNC(=O)C1CCC(=O)N/N=C/c1ccc(Cl)cc1 (configuration not stated)
-24%	0.3%	-26%	12%	18%	-0.7%	9%	3%	3%	COc1ccccc1C(=O)CSc1nnc(-c2ccco2)o1
-58%	0.0%	-9%	-1.6%	-23%	-0.9%	7%	19%	10%	C#CCn1c(S(=O)(=O)Cc2ccccc2Cl)nc(-c2ccccc2)c1-c1ccccc1
15%	-0.2%	-14%	-0.1%	-17%	-1.0%	4%	9%	1%	Cc1ccc(NC(=O)CSc2nc3c(cc2C#N)C(=O)CCC3)cc1S(=O)(=O)N(C)C
16%	0.3%	-20%	2.2%	-21%	-0.9%	13%	-8%	-1%	CCN(CC)CCNC(=O)c1ccc(Sc2ccc(Cl)cc2)c(NC(C)=O)c1
3%	-0.6%	-22%	-1.1%	-28%	4.7%	8%	-7%	4%	COc1ccccc1OCCC(=O)NCc1ccc2c(c1)OCO2
21%	0.7%	4%	-1.7%	-12%	-0.3%	9%	-2%	11%	COC(=O)c1ccccc1NC(=O)CSc1ncn[nH]1
6%	-0.6%	-4%	2.1%	-27%	3.1%	4%	0%	3%	CC(=O)N(C(C)=O)n1c(/C=C/c2ccc([N+](=O)[O-])cc2)nc2ccccc2c1=O
7%	-0.1%	12%	0.2%	-16%	-1.8%	6%	6%	6%	Cn1c(SCC(=O)Nc2ccc3cn[nH]c3c2)nnc1-c1cccs1
7%	-0.1%	-29%	-0.6%	-8%	0.6%	5%	10%	-5%	COc1ccc(/C=N/NC(=O)c2ccn[nH]2)cc1COc1ccc(F)cc1
-4%	0.1%	-3%	4.4%	-41%	2.0%	-4%	-12%	1%	O=C(O)c1ccccc1-c1ccccc1C(=O)NCc1cccc(C(F)(F)F)c1
-17%	0.2%	-9%	1.1%	-76%	3.9%	15%	20%	13%	Nc1ccc(O)c(-c2nc3ccccc3s2)c1

Reprinted at random: 4 compounds from above
HEK293 NOD2/NF-kB	GPR55 activation	KOR beta-arrestin-1	KOR beta-arrestin-2	NOD1 NF-kB reporter	HIV fusion peptide	Large T inhibition	GPR55 antagonists	Rac1 GTP hydrolysis	mol
15%	-0.2%	-14%	-0.1%	-17%	-1.0%	4%	9%	1%	Cc1ccc(NC(=O)CSc2nc3c(cc2C#N)C(=O)CCC3)cc1S(=O)(=O)N(C)C
33%	-0.1%	35%	2.6%	17%	-0.2%	5%	7%	5%	COc1cc(S(=O)(=O)n2nnc3ccccc32)c(OC)cc1Cl
1%	0.5%	8%	0.3%	-17%	-1.0%	-16%	4%	2%	Nc1nc(-c2ccc([N+](=O)[O-])cc2)cs1
6%	-0.6%	-4%	2.1%	-27%	3.1%	4%	0%	3%	CC(=O)N(C(C)=O)n1c(/C=C/c2ccc([N+](=O)[O-])cc2)nc2ccccc2c1=O

Continued:
HEK293 NOD2/NF-kB	GPR55 activation	KOR beta-arrestin-1	KOR beta-arrestin-2	NOD1 NF-kB reporter	HIV fusion peptide	Large T inhibition	GPR55 antagonists	Rac1 GTP hydrolysis	mol
6%	0.2%	16%	7.0%	0%	-0.7%	9%	-3%	7%	Cc1ccc(N2CCN(C(=O)c3ccccc3Br)CC2)c(C)c1
0%	-0.2%	16%	3.1%	-14%	-2.4%	15%	-3%	1%	CC1(C)CC(=O)C2=C(C1)N(c1ccc(F)cc1)C(=O)CC2c1ccsc1 (configuration not stated)
7%	0.4%	-41%[20 µM]	2.2%	-5%	-0.7%	7%	3%	-2%	Cc1ccccc1NC(=O)c1ccc2c(c1)C(=O)N(CC(C)C)C2=O
-25%	0.3%	1%	0.2%	-37%	-1.1%	-1%	-2%	0%	CCOc1ccc(C(=O)c2ccc([N+](=O)[O-])cc2Cl)cc1
18%	-0.2%	7%	1.0%	35%	-1.8%	3%	-1%	6%	C=CCN(CC=C)S(=O)(=O)c1ccc(NC(=S)NC(=O)c2ccco2)cc1
-33%	-0.1%	-63%[20 µM]	0.2%	-47%	7.8%	17%	-7%	-7%	CCN1C(=O)C(CC(=O)Nc2ccc(OC)cc2)N(CCc2ccc(F)cc2)C1=S (configuration not stated)
10%	-0.2%	32%	-5.3%	-12%	-0.6%	-1%	9%	15%	COC(=O)c1ccc(CNC(=O)COc2ccccc2Br)o1
3%	0.2%	-4%	-1.4%	0%	47%	17%	-3%	12%	Cc1c(C#N)c(O)[nH]c(=O)c1N=Nc1ccc(Br)cc1C(=O)O
-7%	0.3%	-24%	5.6%	8%	0.3%	5%	0%	5%	CC(Cl)C(=O)c1c(N)n(C)c(=O)n(C)c1=O (configuration not stated)
4%	-0.1%	22%	2.7%	-19%	1.9%	-4%	44%	4%	COC(=O)CN(c1ccc2c(c1)OCCO2)S(=O)(=O)c1ccccc1
-10%	0.0%	-24%	2.5%	-2%	1.0%	9%	8%	1%	Cc1ccccc1-n1nnnc1SCc1ncc(-c2ccccc2)o1
-9%	0.2%	-2%	8.8%	6%	0.8%	7%	-5%	4%	COC(=O)C1=C(N)OC2=C(C(=O)CC(C)(C)C2)C1c1ccoc1 (configuration not stated)
14%	-0.3%	5%	-4.3%	-20%	1.1%	4%	3%	3%	O=C(/C=C/c1cccc([N+](=O)[O-])c1)NCc1ccccc1
-21%	-0.2%	28%	-13%	-56%	0.9%	0%	-8%	4%	COc1ccc(C(=O)Nc2ccc3c(c2)nc(CCNC(C)=O)n3C)cc1
25%	0.0%	-12%	-4.6%	8%	0.8%	1%	19%	5%	Cc1cc2oc(=O)cc(CN(C)Cc3ccccc3)c2cc1C(C)C
-12%	-0.3%	5%	-1.9%	-21%	-0.3%	6%&3%	0%	7%	O=C(O)c1cc(C2CC2)nc2ccccc12
11%	-0.2%	5%	-8.9%	8%	0.5%	-1%	-7%	4%	COc1ccc(-c2nnc(SCC(=O)Nc3ccc(C)cc3)n2C)cc1
-16%	-0.1%	1%[20 µM]	-10%	14%	-1.7%	-1%	-5%	12%	O=C(Cn1c(=O)oc2ccccc21)Nc1ccc(Cl)cc1
5%	-0.1%	-17%	3.9%	-2%	-1.5%	14%	-6%	-1%	CC1CCN(C(=O)c2[nH]cnc2C(=O)N[C@@H](CCCCNC(=O)OC(C)(C)C)C(=O)OC(C)(C)C)CC1
6%	-0.1%	3%	2.4%	-20%	0.4%	15%	23%	8%	CN(CC(=O)Nc1ccc(Cl)cc1)C(=O)Cc1c(F)cccc1Cl

Whole records, quoted from the list.
Profile of COC(=O)c1ccc(CNC(=O)COc2ccccc2Br)o1 → HEK293 NOD2/NF-kB = 10%; GPR55 activation = -0.2%; KOR beta-arrestin-1 = 32%; KOR beta-arrestin-2 = -5.3%; NOD1 NF-kB reporter = -12%; HIV fusion peptide = -0.6%; Large T inhibition = -1%; GPR55 antagonists = 9%; Rac1 GTP hydrolysis = 15%
Profile of CC1CCN(C(=O)c2[nH]cnc2C(=O)N[C@@H](CCCCNC(=O)OC(C)(C)C)C(=O)OC(C)(C)C)CC1 → HEK293 NOD2/NF-kB = 5%; GPR55 activation = -0.1%; KOR beta-arrestin-1 = -17%; KOR beta-arrestin-2 = 3.9%; NOD1 NF-kB reporter = -2%; HIV fusion peptide = -1.5%; Large T inhibition = 14%; GPR55 antagonists = -6%; Rac1 GTP hydrolysis = -1%

Following part
HEK293 NOD2/NF-kB	GPR55 activation	KOR beta-arrestin-1	KOR beta-arrestin-2	NOD1 NF-kB reporter	HIV fusion peptide	Large T inhibition	GPR55 antagonists	Rac1 GTP hydrolysis	mol
5%	-0.3%	-2%	-5.1%	-18%	0.5%	1%	16%	2%	Nc1nc(F)cc(NCc2ccccc2)n1
19%	0.2%	6%	4.7%	20%	-2.6%	22%	-13%	6%	COc1cc(Cl)c(C)cc1NC(=O)CSc1ccc(C)cc1
3%	-0.2%	-23%	8.0%	13%	-0.6%	9%	-6%	2%	CCCSCCCNC(=O)c1cc2c(s1)CS(=O)(=O)C2
-5%	-0.2%	7%	2.8%	45%*	-0.5%	23%	5%	8%	NNC(=O)CCN1CCN(Cc2ccccc2)CC1
17%	0.0%	6%	-1.1%	41%	38%	14%	20%	6%	CN1CCN(CCc2nc3cc(NC(=O)COc4ccccc4)ccc3n2C)CC1
-6%	-0.2%	16%	-1.0%	-15%	-2.6%	2%	28%	10%	CC(C)C(NC(=O)C1CCCCC1)C(=O)N1CCN(c2ccc(F)cc2)CC1 (configuration not stated)
-41%	-0.1%	-21%	1.5%	-72%	1.6%	27%	2%	11%	COc1ccc(CCn2nc(C)c([N+](=O)[O-])c2C)cc1
16%	-0.2%	2%	-2.7%	25%	3.3%	10%	11%	-10%	Cc1ccc(S(=O)(=O)CCC(=O)Nc2nc(-c3cccnc3)cs2)cc1
-71%	0.2%	4%	-4.0%	29%	-1.4%	15%	20%	5%	COc1ccc(C(=O)Nn2c(SCC(=O)c3ccc(Cl)cc3)nc3ccccc3c2=O)cc1
-19%	-0.3%	-2%	-3.0%	-28%	-1.4%	16%	-2%	2%	O=C(Oc1ccccc1)c1cccc(N2C(=O)CCC2=O)c1
